hcDAF-12 act – H. contortus DAF-12 activation, primary screen; activation, % at 6.8 µM; HEK293 hcDAF-12 lit1-tk-luc reporter, luminescence; 0% DMSO, 100% Δ7-dafachronic acid; hit rate 1.4% among 370,000;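 active means activation above the mean of all tested compounds plus 3 SD, cut at about 5.5% in these data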;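 further: 100% = response to 3 µM Δ7-dafachronic acid high control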
ssDAF-12 act – activates DAF-12 receptor from parasite S. stercoralis; HEK293 ssDAF-12/GRIP1 lit1-tk-luc reporter, luminescence; % of 3 µM dafachronic acid response; activation, % at 6.8 µM; hit rate 1% among 370,000;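 active means activation above the mean over all tested compounds plus 3 SD, cut at about 0.9% in these data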;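 further: 0% = DMSO-only wells and 100% = 3 µM delta7-dafachronic acid wells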
MBD2 DNA inh – blocks human MBD2 binding to methylated DNA; hit rate 0.31% among 370,000; AID 686964; TR-FRET, MBD2 binding to methylated oligonucleotide; inhibition, % at 4.4 µM; Q9UBB5; in the data active means inhibition above about 13%
NR1D1 modulator – Rev-erb alpha (human) modulation; hit rate 0.79% among 370,000; AID 1259318; Rev-erbα–FITC-DNA binding, fluorescence polarization, 90 min; P20393; activity, % at 10 µM;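 active means activity above about 14%, limit read from the data; passing the limit was not always enough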;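 further: 0% = DMSO wells with 35 nM protein and 100% = DMSO wells with 750 nM protein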
ADAM17 inh – inhibits human ADAM17. P78536. recombinant ADAM17, EDANS/DABCYL FRET peptide cleavage. inhibition, % at 6.95 µM. hit rate 0.83% among 370,000. AID 720648;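 active means inhibition above the mean of compounds lying between control limits plus 3 SD, set per campaign, cut at about 8.5% in these data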;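 further: 0% = DMSO-only wells as the low control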
hgDAF-12 ag – activates the H. glycines DAF-12 receptor ligand-binding domain; HEK293 GAL4-hgDAF12 UAS-luciferase reporter, agonist luminescence; normalized to butyrate control; activation, % at 6.8 µM; hit rate 1.8% among 370,000; AID 687014;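 active means activation above a cutoff set at the mean of all screened compounds plus 3 SD, cut at about 10% in these data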;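 further: 0% = DMSO wells and 100% = sodium butyrate wells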
SMARCA2 act – activators of SMARCA2 function | MG213 cells, MMTV-luciferase reporter, dexamethasone, overnight | activation, % at 9.1 µM | AID 652017 | hit rate 1% among 370,000; in the data active means activation above about 7.8%;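 further: 0% = vehicle wells and 100% = reference activator wells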
DAX1 inh-1 – inhibitors of DAX1 repression of SF-1 activated StAR promoter. HEK293T StAR-luciferase reporter, SF-1/DAX-1 repression relief. inhibition, % at 6.8 µM. hit rate 1.1% among 370,000. AID 652010;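 active means inhibition above the mean over all tested compounds plus 3 SD, cut at about 3.6% in these data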;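 further: 0% = DAX-1 cells with DMSO and 100% = cells lacking DAX-1 with DMSO; higher inhibition means more luminescence from relief of DAX-1 repression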
PLC-beta3 inh – inhibitors of human phospholipase C beta3. hit rate 0.18% among 370,000. AID 720704. Q01970. Purified PLC-beta3, fluorogenic substrate, fluorescence. inhibition, % at 12.2 µM; in the data active means inhibition above about 11%;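 further: 0% = median of compound wells on plate and 100% = full blocker control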
Target sequence (Q01970 whole entry, looked up): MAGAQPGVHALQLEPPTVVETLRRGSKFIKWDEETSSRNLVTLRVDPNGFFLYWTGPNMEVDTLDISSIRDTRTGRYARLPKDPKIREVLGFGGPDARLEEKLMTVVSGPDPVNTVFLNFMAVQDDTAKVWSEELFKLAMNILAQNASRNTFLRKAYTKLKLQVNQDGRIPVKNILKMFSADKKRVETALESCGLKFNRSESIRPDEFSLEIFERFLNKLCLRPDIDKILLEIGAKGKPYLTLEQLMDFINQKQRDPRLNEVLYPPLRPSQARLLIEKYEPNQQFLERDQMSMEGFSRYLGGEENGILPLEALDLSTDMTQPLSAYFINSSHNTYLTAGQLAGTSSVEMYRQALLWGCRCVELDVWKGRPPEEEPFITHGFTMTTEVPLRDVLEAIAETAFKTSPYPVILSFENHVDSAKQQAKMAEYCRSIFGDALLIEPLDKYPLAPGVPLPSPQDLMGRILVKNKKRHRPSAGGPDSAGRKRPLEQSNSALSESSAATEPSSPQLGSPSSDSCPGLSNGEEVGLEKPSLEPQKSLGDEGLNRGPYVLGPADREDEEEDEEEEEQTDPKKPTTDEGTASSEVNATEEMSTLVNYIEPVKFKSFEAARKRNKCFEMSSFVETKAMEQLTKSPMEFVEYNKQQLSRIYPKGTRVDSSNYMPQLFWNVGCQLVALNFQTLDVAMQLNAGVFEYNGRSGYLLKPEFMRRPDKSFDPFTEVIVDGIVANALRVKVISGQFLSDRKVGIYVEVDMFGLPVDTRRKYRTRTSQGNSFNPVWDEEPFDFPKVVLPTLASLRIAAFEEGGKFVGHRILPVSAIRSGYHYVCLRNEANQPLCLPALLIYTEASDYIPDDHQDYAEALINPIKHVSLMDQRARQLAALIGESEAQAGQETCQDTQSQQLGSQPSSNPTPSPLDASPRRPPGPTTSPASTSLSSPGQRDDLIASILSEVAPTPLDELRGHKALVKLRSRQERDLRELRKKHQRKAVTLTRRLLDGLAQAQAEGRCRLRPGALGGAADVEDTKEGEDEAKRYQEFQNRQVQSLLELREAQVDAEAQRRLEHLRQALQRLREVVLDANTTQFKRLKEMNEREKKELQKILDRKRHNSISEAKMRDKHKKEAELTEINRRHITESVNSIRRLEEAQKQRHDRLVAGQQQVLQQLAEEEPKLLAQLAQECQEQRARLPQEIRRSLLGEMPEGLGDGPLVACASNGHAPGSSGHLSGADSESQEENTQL
DAX1 inh-2 – inhibits human nuclear receptor DAX1 | P51843 | HEK293 Gal4-DAX1 luciferase reporter, luminescence | inhibition, % at 6.75 µM | hit rate 0.99% among 340,000 | AID 504766;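 active means inhibition above the mean over all tested compounds plus 3 SD, cut at about 4.2% in these data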;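 further: 0% = DAX1-transfected cells with DMSO and 100% = empty-vector control cells with DMSO; inhibition shows as a rise in luminescence from relieved DAX1 repression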
PLC-gamma1 inh – PLC-gamma1 (human) inhibition, primary screen; P19174; purified PLC-gamma1, fluorogenic substrate, fluorescence; inhibition, % at 12.2 µM; hit rate 0.84% among 370,000; AID 720700; in the data active means inhibition above about 9.5%
An asterisk follows results filed as active; . = not tested or not shown.

canonical_smiles	hcDAF-12 act	ssDAF-12 act	MBD2 DNA inh	NR1D1 modulator	ADAM17 inh	hgDAF-12 ag	SMARCA2 act	DAX1 inh-1	PLC-beta3 inh	DAX1 inh-2	PLC-gamma1 inh
COc1cccc(CNC(C)(C)CO)c1OCc1ccc(Cl)cc1	-1.3	-1.3	3	-2	-3	-1.8	-4	0.4	5	-0.7	8
Cc1cccc(NC(=O)c2sc3nc(-c4ccc(F)cc4)cn3c2C)n1	-2.1	-0.8	-3	16	0	1.5	0	0.2	-25	1.2	-15
CC(C)CN(Cc1c(O)ccc2ccccc12)CC(C)C	1.2	0.2	1	3	-20	-1.1	-3	-0.4	-7	-0.8	-9
Cc1ccc(CNC(=O)c2ccc(Cl)c(S(=O)(=O)N3CCCCC3)c2)cc1	-0.9	-1.6	10	0	-7	1.4	-1	-2.4	-8	-1.4	3
CCOC(=O)C1(C)CCN1C(=O)c1ccc(N(C)C)cc1 (stereo not given)	0.8	-1.0	-1	0	-4	1.1	2	1.4	0	.	-1
CCOC(=O)N1CCN(S(=O)(=O)c2ccc3c(c2)CCN3C(=O)C2CC2)CC1	-0.6	-1.5	1	-3	-2	-1.4	-2	-0.8	-1	-0.4	2
COc1cc([N+](=O)[O-])ccc1NC(=O)CSc1nc2ccccc2n1-c1ccccc1	5.4	-0.5	-6	1	4	-2.4	-3	-0.1	4	.	2
COC(=O)c1sc(NC(=O)CSc2nnc(C(C)C)n2C)nc1C	0.2	-1.3	-2	6	-3	1.2	-2	-0.1	-1	1.2	0
COc1ccc(CCNC(=O)COc2ccc(C)nc2[N+](=O)[O-])cc1	-0.7	-0.1	0	1	1	1.3	-3	0.1	2	4.0	2
CCOC(=O)/C(=C/c1ccc(F)cc1)NC(C)=O	-1.2	-0.3	0	-4	2	0.1	-1	0.1	6	1.3	8
Cc1nn(-c2ccccc2)c(N)c1C1(O)C(=O)Nc2ccccc21 (stereo not given)	3.1	-1.6	-5	6	-5	4.8	2	0.0	-7	2.1	0
CCn1c(Cc2c(C)[nH]c3ccccc23)nnc1SCC(=O)NCc1ccco1	-1.5	-0.9	0	-6	-8	-0.8	2	-0.8	-42	1.1	-27
CCCCCn1c(=S)[nH]c2ncccc2c1=O	-0.9	-1.8	-3	-2	-2	-0.3	-3	-1.0	1	0.1	2
O=C(Nc1cccc(Cl)c1Cl)c1ccco1	-1.4	-1.0	2	5	5	3.0	-5	2.1	7	0.2	7
Cc1c(CC(=O)N2C[C@H]3C[C@@H](C2)c2cccc(=O)n2C3)c(=O)oc2cc3occ(C(C)(C)C)c3cc12	-2.7	-1.6	0	8	-74	-0.5	-1	0.0	-163	0.4	-123
Cc1cc(C)cc(NC(=O)Nc2ccc3c(c2)CCC3)c1	-1.8	-1.5	1	0	0	3.5	-2	0.6	-7	0.3	-3
CCC(=O)N(Cc1ccco1)c1nc(-c2ccc(OC)cc2)cs1	-1.0	-0.8	-3	-1	2	1.8	1	0.7	2	2.9	1
COc1cc(O)c2c(=O)cc(-c3ccccc3)oc2c1	1.9	-1.7	-6	-7	-2	0.2	0	1.6	-1	4.0	-4
O=C(CCc1ccccc1F)N1CCN(c2ccccc2)CC1	0.0	-1.5	2	0	-2	0.8	-1	-0.1	-1	0.6	4
COc1ccccc1-c1csc2ncnc(Sc3nnnn3C)c12	-2.6	-1.5	2	0	-4	-2.2	0	-0.7	-2	-0.3	0
COc1ccc(-c2cc(C(F)(F)F)n3nc(C(=O)O)cc3n2)cc1OC	-0.1	-1.0	-14	0	-1	1.3	0	-0.8	-184	-0.7	-165
Cc1cccc(C)c1NC(=O)CN1CCc2ccccc2C1	-1.5	-0.4	5	3	-1	-0.9	-1	-1.1	-8	0.8	-1
CN(C)C(=O)CSc1nc(-c2cccs2)c(-c2cccs2)[nH]1	-2.7	-0.8	2	22*	-19	0.2	-3	-0.4	-38	-0.8	-23
C/C(=C\c1ccc(C)o1)C(=O)c1c(C)cc(C)[nH]c1=O	1.0	-0.5	2	-4	-2	-5.0	1	-0.3	-1	-0.8	-2
O=C(CSCc1ccccc1Br)N/N=C/c1ccc2c(c1)OCO2	-0.3	-1.3	-6	-2	2	3.4	-4	0.3	-3	-1.8	-4
COc1ccc(/C=C/S(=O)(=O)NC2CCCC2)c(CNC(=O)OC(C)(C)C)c1	-1.6	0.1	-6	2	2	-0.7	0	-1.3	1	.	0
COc1cc(C(=O)NCCCNc2nc3cc(C)cc(C)c3cc2C#N)cc(OC)c1OC	-2.7	-0.9	4	5	-31	0.1	-3	-0.7	-35	-2.0	-21
CC(C)C(=O)NC(=S)Nc1ccccn1	-0.8	-1.1	0	-4	-4	0.6	-5	1.0	3	0.1	-25
CCN(Cc1ccccc1)C(=O)CN1C(=S)NC(C)(C)CC1C (stereo not given)	-1.4	-1.0	8	-4	-2	4.3	1	-0.1	0	-0.2	2
CN(C)C(=O)CSc1nc2ccc(N3C(=O)c4ccccc4C3=O)cc2s1	1.8	-1.4	4	-2	-6	-1.8	-5	0.8	-12	-0.1	-5
CC(C)(C)c1ccc(C(=O)OCC(=O)Nc2sc3c(c2C#N)CCC3)cc1	-1.0	-1.3	1	-1	-1	1.4	-2	0.4	2	-0.8	-3
C[C@@]12CCC=C[C@H]1[C@H](c1ccc(/C=C/c3ccccc3)cc1F)N(Cc1ccccc1)C2=O	-1.3	-1.2	-1	4	-3	-0.5	-1	-0.5	-12	-0.3	-6
COc1ccccc1OCc1ccc(C(=O)NCc2ccco2)o1	-1.2	-1.5	2	-3	0	1.5	0	-0.1	-4	-0.1	-1
CN(C)S(=O)(=O)c1ccc(C(=O)NCC(=O)N/N=C/c2cccs2)cc1	0.7	-1.0	5	-3	-1	-0.8	0	-0.7	0	-2.1	2
CCOC(=O)[C@@H]1[C@H]2COc3ccc(Br)cc3[C@@H]2N2C(=O)N(c3ccc(F)cc3)C(=O)[C@]12C	-2.2	-1.3	0	2	-2	-2.4	1	2.0	1	0.6	2
CC(SCc1ccccc1)C(=O)N/N=C/c1ccc2c(c1)OCO2 (stereo not given)	-0.7	-0.9	-5	1	0	4.6	-1	-0.6	1	-0.5	0
COc1ccc(N2CCN(C(CNC(=O)C(=O)NC3CC3)c3ccco3)CC2)cc1 (stereo not given)	-1.9	0.8	0	-7	-2	-1.0	-4	0.5	-3	-0.9	2
Cc1ccccc1NC(=O)c1ccccc1NC(=O)c1ccco1	-2.8	-1.0	5	-1	-2	-2.0	-2	-0.9	0	-0.8	2
Nc1ccc(CCn2ccnc2)cc1	-1.8	-1.3	-7	-4	-4	-0.6	-3	0.2	-6	-0.2	-3
CCC(=O)N1CCC1(C)C(=O)Nc1cccc(Oc2ccccc2)c1 (stereo not given)	-2.1	-1.7	6	5	0	-0.2	-2	0.0	2	.	-1
C[C@]12C(=O)N(c3ccc(Br)cc3)C(=O)N1[C@H]1c3ccccc3OC[C@@H]1[C@H]2c1ccccc1	5.8*	-0.9	-3	-3	2	2.1	-1	-1.0	1	0.2	1
CC1CCN(S(=O)(=O)N2CCCC(C(=O)NCc3ccc(F)cc3)C2)CC1 (stereo not given)	-3.2	-1.3	6	-5	-4	-0.2	-6	-1.1	-8	0.2	-1
CC(C)NC(=S)N/N=C/C1=CCC2CC1C2(C)C (stereo not given)	-3.1	-1.6	5	4	1	1.3	0	-0.8	0	-0.8	-5
CC(=O)Nc1ccc(NC(=O)CSc2nnc(C)c(=O)n2N)cc1	-0.2	-0.6	2	-1	-2	0.5	-1	-0.4	3	0.9	0
COc1cccc(NC(=O)NC2CCCCCCC2)c1	1.9	-0.4	-1	-1	0	9.8	3	4.8*	0	1.1	7
CCCc1cc(=O)[nH]c(SCCOc2ccc(OCC)cc2)n1	-0.6	-1.2	-5	0	-4	-0.6	0	-0.8	-4	0.2	-1
COc1cc(CC(=O)NCC(C)(C)N2CCOCC2)cc(OC)c1OC	-0.8	-1.5	-2	-5	-2	-0.9	0	-0.3	-7	-0.8	0
O=C1OCCC1Sc1nc2ccccc2c(=O)n1Cc1ccccc1 (stereo not given)	0.2	-1.3	4	-5	-2	1.1	-2	0.6	-9	0.9	-1
CCOC(=O)Nc1sc(=S)n(C)c1C	-2.1	-1.1	-4	4	-5	0.4	-4	-0.6	6	-0.2	-1
O=P(Cc1ccncc1)(c1ccccc1)c1ccccc1	1.0	-0.5	0	-9	1	-1.9	0	-0.3	-3	5.9*	-3

Continuation:
canonical_smiles	hcDAF-12 act	ssDAF-12 act	MBD2 DNA inh	NR1D1 modulator	ADAM17 inh	hgDAF-12 ag	SMARCA2 act	DAX1 inh-1	PLC-beta3 inh	DAX1 inh-2	PLC-gamma1 inh
CC/C(O)=C1\C(=O)CC(C)(C)CC1=NCCc1nc2ccccc2[nH]1	-2.2	-1.4	6	0	-1	-1.1	0	-0.6	-4	-0.5	2
CC1(C)SC(=Nc2ccccc2)N(S(=O)(=O)c2ccccc2)C1=O	-0.8	-1.2	-1	0	2	-1.0	-3	-0.2	2	-0.7	0
Cc1cc(C(=O)c2ccc3ccccc3c2)c(C)o1	-0.6	-1.7	-4	-4	-6	-0.3	1	0.0	-2	.	-2
CC(NC(=O)c1cncc(Br)c1)c1ccc(S(N)(=O)=O)cc1 (stereo not given)	-1.6	-0.5	-2	-3	3	-3.8	-5	0.9	-1	-0.4	1
COc1ccc(CNC(=S)Nc2ccc(Br)cc2)cc1	-3.4	-1.1	2	-2	4	0.8	2	-0.4	-2	-1.2	1
CN(C)S(=O)(=O)c1ccc(Cl)c(C(=O)Nc2cccc([N+](=O)[O-])c2)c1	-4.4	-2.2	-9	2	3	-3.8	-4	-3.0	-1	-4.6	3
